High-throughput results (PubChem)
KCNQ2 inh = KCNQ2 potassium channel inhibitors, primary screen, cell-based, CHO-K1, FluxOR thallium flux, B-score (AID 2156); B-score at 10 µM; hit rate 1.1% among 310,000; Potassium voltage-gated channel subfamily KQT member 2 (Rattus norvegicus), O88943; 20 min; stronger effect = lower value;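 active means fluorescence ratio B-score at most minus 3 library SDs, with starting brightness B-score within 2 library SDs, cut at about -5.5 in these data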
Kir21 inh = inhibitors of mouse Kir2.1 inward-rectifier potassium channel. HEK293-Kir2.1, FluxOR thallium flux fluorescence; stronger effect = lower value. B-score at 10 µM. hit rate 0.85% among 310,000;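 active means fluorescence ratio B-score at or below minus 3 SD of library scores, with starting-brightness B-score within 2 SD, cut at about -4.2 in these data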;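 further: channel flux triggered by added potassium and thallium sulfate stimulus; B-score of peak minus minimum fluorescence over baseline after thallium stimulus; more negative B-score means stronger Kir2.1 block with less thallium influx; some compounds called inactive have numbers as strong as hits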
Target sequence (P35561 whole entry, looked up): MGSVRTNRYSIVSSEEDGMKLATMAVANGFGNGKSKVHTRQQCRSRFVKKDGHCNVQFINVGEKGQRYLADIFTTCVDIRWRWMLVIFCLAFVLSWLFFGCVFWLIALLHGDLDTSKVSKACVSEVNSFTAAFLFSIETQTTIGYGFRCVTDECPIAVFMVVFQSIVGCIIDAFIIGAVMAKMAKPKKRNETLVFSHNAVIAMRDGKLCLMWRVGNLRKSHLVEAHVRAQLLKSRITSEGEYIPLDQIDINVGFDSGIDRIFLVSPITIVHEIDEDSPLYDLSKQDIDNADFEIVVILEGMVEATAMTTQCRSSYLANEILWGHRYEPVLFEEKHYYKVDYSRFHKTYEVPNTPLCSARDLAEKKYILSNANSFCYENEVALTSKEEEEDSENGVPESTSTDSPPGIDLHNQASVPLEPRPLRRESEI
Starred values were filed as active, the others as inactive; i = inactive.

SMILES	KCNQ2 inh	Kir21 inh
CCc1cccc(C)c1NC(=O)CSc1nnc(CCCOc2ccc(Cl)cc2Cl)n1C	i	0.76
CCN(CC)S(=O)(=O)c1ccc(NC2c3ccccc3C(=O)N2CCN2CCOCC2)cc1 (stereo not drawn)	i	0.28
COc1cc(CN2CCN(Cc3c[nH]c4ccccc34)CC2CCO)cc(OC)c1 (stereo not drawn)	i	-0.74
Cc1ccc(S(=O)(=O)CCSC(=N)N)cc1	i	-0.08
COc1ccc(OCc2nc(N)nc(Nc3ccccc3)n2)cc1	i	-0.56
COCc1cc(C)nc(SCC(=O)NC2CCCCC2C)c1C#N (stereo not drawn)	i	2.8
Cc1cccc(C)c1NC(=S)NCc1ccncc1	i	-0.91
C/C(=N\NC(=O)c1nnn(-c2nonc2N)c1-c1cccs1)c1cccc(O)c1	i	3.4
O=C(O)CNC(=O)c1ccc(NS(=O)(=O)c2ccc3ccccc3c2)cc1	i	-0.02
O=C(Nc1ccc(N2CCOCC2)c(Cl)c1)c1ccc(Cl)cc1	i	-0.69

Reformatted: two of the compounds above
| Molecule | KCNQ2 inh | Kir21 inh |
| --- | --- | --- |
| COc1ccc(OCc2nc(N)nc(Nc3ccccc3)n2)cc1 | i | -0.56 |
| O=C(Nc1ccc(N2CCOCC2)c(Cl)c1)c1ccc(Cl)cc1 | i | -0.69 |

Continuation:
SMILES	KCNQ2 inh	Kir21 inh
NCCCC(=O)O	i	1.1
CCN(CC)CCn1c2c(c(SCC(=O)Nc3cc(C)cc(C)c3)nc1=O)CCC2	i	-0.14
O=c1c2cc([N+](=O)[O-])ccc2nc2n1CCCC2	i	0.84
O=C(c1ccco1)N1CCN(C(c2ccccc2F)c2nnnn2CC2CCCO2)CC1 (stereo not drawn)	i	-1.3
CC(=O)N1CC=CC1(CC(C)C)C(=O)NCCN1CCOCC1 (stereo not drawn)	i	2.8
CCn1nc(C)c(CNC(=O)c2cc(COc3ccc(C)nc3)on2)c1C	i	1.8
CCn1c(=O)c2c(nc(SCC(=O)N3CCCC(C)C3)n2C)n(C)c1=O (stereo not drawn)	i	-0.28
Cc1ccc(-c2nnc(N3CCN(CCO)CC3)c3ccccc23)cc1	i	1
CC1CCCN(c2nc3c(c(=O)[nH]c(=O)n3C)n2CCCc2ccccc2)C1 (stereo not drawn)	i	1.5
CC(C)(C)CC(=O)Nc1nnc(SCC(=O)N2CCCCC2)s1	i	0.38

Arranged by SMILES length (low to high): three of the compounds above
SMILES	KCNQ2 inh	Kir21 inh
O=c1c2cc([N+](=O)[O-])ccc2nc2n1CCCC2	i	0.84
CC(C)(C)CC(=O)Nc1nnc(SCC(=O)N2CCCCC2)s1	i	0.38
CCN(CC)CCn1c2c(c(SCC(=O)Nc3cc(C)cc(C)c3)nc1=O)CCC2	i	-0.14

Continuation:
SMILES	KCNQ2 inh	Kir21 inh
O=C(NN1CCOCC1)c1cccc2ccccc12	i	-0.56
COCCNC(=O)CCc1nc2cccnc2n1Cc1ccc(OC)cc1	i	0.81
Cc1cc(=O)oc2cc(OCC(=O)OCC(=O)Nc3ccc(C(N)=O)cc3)ccc12	i	-1.5
Cc1onc(-c2c(F)cccc2Cl)c1C(=O)Nc1sc2c(c1C#N)CCC(C(C)(C)C)C2 (stereo not drawn)	i	0.94
CCc1nnc(NS(=O)(=O)c2ccc(N=Cc3c(C)[nH]n(-c4ccc(C)cc4)c3=O)cc2)s1	i	-0.93
CCOc1ccccc1-c1cc(-c2ccc(OC)cc2)nc2c1c(=O)n(C)c(=O)n2C	i	-0.62
Cc1c(CNCCc2ccccc2Cl)c(C(=O)O)c(C)n1-c1ccccc1	i	0.46
Nc1c(C(=O)O)ccc2c1C(=O)c1ccccc1C2=O	i	1.2
CC(C)NC(=O)NC(=O)COC(=O)Cc1c(F)cccc1Cl	i	0.95
CC(=O)c1cccc(NC(=O)c2sc3nc4n(c(=O)c3c2C)CCCCC4)c1	i	2

An excerpt of these results, with each value named:
Structure: CCn1nc(C)c(CNC(=O)c2cc(COc3ccc(C)nc3)on2)c1C
  KCNQ2 inh: i | Kir21 inh: 1.8
Structure: Nc1c(C(=O)O)ccc2c1C(=O)c1ccccc1C2=O
  KCNQ2 inh: i | Kir21 inh: 1.2
Structure: NCCCC(=O)O
  KCNQ2 inh: i | Kir21 inh: 1.1
Structure: O=C(Nc1ccc(N2CCOCC2)c(Cl)c1)c1ccc(Cl)cc1
  KCNQ2 inh: i | Kir21 inh: -0.69

The list continues.
SMILES	KCNQ2 inh	Kir21 inh
O=C(c1cccc([N+](=O)[O-])c1)c1ccccn1	i	1.5
CCOC(=O)N1CCN(C(=O)c2ccc3nc4ccsc4c(=O)n3c2)CC1	i	1
CCOc1ccc(NC(=O)CSc2nnc(C34CC5CC(CC(C5)C3)C4)n2C)cc1	i	0.02
N=c1n(Cc2ccccc2)c2ccccc2n1CC(O)c1ccco1 (stereo not drawn)	i	-0.5
C=CCn1c(-c2cc3c(s2)CCC(CC)C3)n[nH]c1=S (stereo not drawn)	i	-0.66
COc1ccc(CN(Cc2ccc(C(=O)O)cc2)C(=S)Nc2ccccc2C)cc1OC	i	1.1
Nc1nc(Nc2ccccc2)nc(NCc2ccco2)c1[N+](=O)[O-]	i	-1.7
CCCCn1c(SCC(=O)N2c3ccccc3CCc3ccccc32)nc2c1c(=O)n(C)c(=O)n2C	i	0.02
CC(C)=Cc1oc2ccc([N+](=O)[O-])cc2c1N1CC(C)OC(C)C1 (stereo not drawn)	i	0
CCOC(=O)CN1C(=O)C(C)(C)Oc2ccc(C(=O)Nc3ccccc3)cc21	i	1.2
O=C(COC(=O)c1cnccn1)c1ccc(-c2ccccc2)cc1	i	-1.9
Cc1oc(-c2ccccc2Cl)nc1CN1CCCCC1c1cccnc1 (stereo not drawn)	i	1
Cc1ccc(N2C(=O)NC(NS(=O)(=O)c3ccccc3)(C(F)(F)F)C2=O)cc1 (stereo not drawn)	i	-0.6
Cc1cc(NC(=O)CSc2nc3cc4c(cc3c(=O)n2CCc2ccccc2)OCO4)no1	i	0.1
CC(C)(C)NC(=O)CN(CC1CCCO1)C(=O)CNS(=O)(=O)c1ccc(F)cc1 (stereo not drawn)	i	1.5
O=C(COC(=O)c1ccccn1)Nc1nc(-c2cccc([N+](=O)[O-])c2)cs1	i	0.96
COc1cc(NC(=O)c2ccco2)c(OC)cc1NC(=O)Nc1ccc(Cl)cc1	i	2
O=C(OCC(=O)N1CCOCC1)c1ccc2[nH]c3c(c2c1)CCCC3	i	1.1
CCOC(=O)c1ccc(Nc2ncnc3ccc(C)cc23)cc1	i	-0.98
Cc1ccc(COc2ccc(CNCCCN3CCCCCC3=O)cc2)cc1	i	-5.1*

Ordered by value in Kir21 inh (rising): some entries from above.
SMILES	KCNQ2 inh	Kir21 inh
CCOC(=O)c1ccc(Nc2ncnc3ccc(C)cc23)cc1	i	-0.98
Cc1ccc(N2C(=O)NC(NS(=O)(=O)c3ccccc3)(C(F)(F)F)C2=O)cc1 (stereo not drawn)	i	-0.6
O=C(OCC(=O)N1CCOCC1)c1ccc2[nH]c3c(c2c1)CCCC3	i	1.1

Next section
SMILES	KCNQ2 inh	Kir21 inh
Cc1ccc(O)c(NC(=O)/C=C/C(=O)O)c1	i	0.7
O=C(OCc1ccccc1Cl)c1ccc(-n2cnnc2)cc1	i	0.45
COCCN1Cc2cccc(C(=O)Nc3ccc(S(=O)(=O)N4CCCCC4)cc3)c2C1=O	i	0.91
O=C(c1cc(-c2cccc(O)c2)on1)N1CCCCC1	i	0.25
COc1ccc(S(=O)(=O)CC2(O)CCN(C(=O)C(C)(C)C)CC2)cc1	i	-1.1
CSCCC(NC(=O)c1ccccc1)C(=O)OCC(=O)N(C)CCC#N (stereo not drawn)	i	-0.12
CCOc1cc2[nH]c(=O)n(Cc3cccc(OC)c3)c(=O)c2cc1OCC	i	-2
Cc1c(C(=O)NCc2ccc3c(c2)OCO3)sc2nc(-c3ccccc3)cn12	i	0.25
Cc1onc(-c2c(Cl)cccc2Cl)c1C(=O)NNC(=O)c1c(-c2c(Cl)cccc2Cl)noc1C	i	0.15
Cc1nc(SCCC(=O)O)c2cc(-c3ccccc3)sc2n1	i	0.36
CCCCC(=O)Nc1ccc(C2C(=O)c3ccccc3C2=O)cc1	i	-0.39
COc1cc(/C=C(/C#N)C(=O)NCCCc2ccccc2)ccc1OCC(=O)O	i	-0.04
Cc1nn(Cc2ccccc2)c(C)c1NC(=O)CSc1nc(C2CC2)nc2c1cnn2-c1ccccc1	i	-1.9
COc1ccc(C(=O)Nc2ccc(NC(=O)c3ccco3)cc2)cc1	i	-0.4
O=C(NCc1n[nH]c(=S)n1-c1ccc(Cl)c(Cl)c1)c1ccc(S(=O)(=O)N2CCCCC2)cc1	i	-1.5
CC(=O)C1=C(O)C(=O)N(C)C1c1ccccc1[N+](=O)[O-] (stereo not drawn)	i	-1.6
CCN(c1ccccc1C(=O)O)S(=O)(=O)c1ccc2[nH]c(=O)[nH]c2c1	i	-0.28

Hits appear at their usual frequency (roughly 1.8% active in at least one column).
